PG9 binder = binders of HIV-1 gp120 antibody PG9, primary screen, biochemical, TR-FRET; HIV-1 gp120 / PG9 antibody interaction; TR-FRET gp120-PG9 antibody binding; inhibition, % at 6.7 µM; 360,000 tested, 0.43% active; in the data active = inhibition above about 8.5%
SIAE primary = human SIAE inhibitors, primary screen, biochemical, fluorescence polarization, FP-Rh probe, 1536-well HTS. Sialate O-acetylesterase (Homo sapiens), Q9HAT2. SIAE FP-Rh probe binding. inhibition, % at 9.66 µM. 370,000 tested, 0.69% active;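 active = inhibition above a cutoff: mean of compounds within the control limits plus 3 SD of those, cut at about 17% in these data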;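 also: 0% = plate median of compound wells and 100% = probe without SIAE protein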
Target sequence (Q9HAT2 whole entry, looked up): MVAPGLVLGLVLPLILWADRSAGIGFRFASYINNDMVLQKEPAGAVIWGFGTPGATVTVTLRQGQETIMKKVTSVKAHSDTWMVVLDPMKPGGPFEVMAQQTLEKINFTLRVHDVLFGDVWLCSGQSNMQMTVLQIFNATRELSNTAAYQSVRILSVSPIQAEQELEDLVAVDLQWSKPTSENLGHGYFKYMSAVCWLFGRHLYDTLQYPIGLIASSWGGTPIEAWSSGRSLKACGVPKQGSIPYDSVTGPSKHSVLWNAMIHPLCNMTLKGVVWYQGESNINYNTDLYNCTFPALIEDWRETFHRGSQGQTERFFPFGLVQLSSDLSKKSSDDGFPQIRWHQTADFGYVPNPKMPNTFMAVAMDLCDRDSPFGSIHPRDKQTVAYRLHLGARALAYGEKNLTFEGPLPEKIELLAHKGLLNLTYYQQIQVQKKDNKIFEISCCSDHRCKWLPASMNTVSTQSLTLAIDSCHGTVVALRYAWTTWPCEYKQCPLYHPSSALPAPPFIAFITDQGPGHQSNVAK
UHRF1 MBD2 ctr = UHRF1 methylated DNA binding inhibitors, primary screen, counter-screen for MBD2 inhibitor project, biochemical, TR-FRET, human UHRF1, single concentration | inhibition, % at 4.4 µM | 370,000 tested, 0.75% active | AID 687016, 2013 | UHRF1 binding to methylated oligo; in the data active = inhibition above about 21%;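 also: UHRF1 SRA domain binding a hemimethylated CpG hairpin DNA probe; 0% = median of test compound wells and 100% = reference inhibitor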
HTRA1 inh = HTRA1 serine protease inhibitors, primary screen, biochemical, fluorescence polarization, HTS. 340,000 tested, 0.5% active. inhibition, % at 5.96 µM. recombinant HTRA1, FP-rhodamine activity-based probe; in the data active = inhibition above about 36%;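 also: 0% = enzyme with DMSO and 100% = wells lacking enzyme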
TCR CD3 inh = inhibitors of human TCR-CD3 interaction, primary screen, biochemical, fluorescence, TAMRA-labeled TCR probe; inhibition, % at 9.4 µM; AID 651800, 2012; 360,000 tested, 0.37% active; T-cell receptor (TCR); in the data active = inhibition above about 19%;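 also: recombinant mutant TCR 2C K166C tagged with TAMRA read by polarization; 0% = receptor in buffer alone and 100% = receptor with positive control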
Tn7 DDE FP = inhibitors of Tn7 peptide binding to fibrin DD(E), primary screen, biochemical, fluorescence polarization, human fibrin, Tn7 probe. inhibition, % at 8.3 µM. FP displacement of FITC-Tn7 peptide from fibrin DD(E); 0% = median of compound wells per plate. 370,000 tested, 0.13% active;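 active = inhibition above the mean of compounds falling within the control limits plus 3 SD of them, cut at about 14% in these data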;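 also: 0% = plate median of compound wells and 100% = 10 µM Aha-Tn7 peptide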
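assay system = human clot-derived fibrin DD(E) complex | quantity = Fibrin-DD(E) at 2 µM final | timing = 10 min preincubation, 3 h with tracer, room temperature | signal = fluorescence polarization | measure = percent inhibition | benchmarks = high control wells with 10 µM unlabelled Aha-Tn7 peptide (full inhibition) | replicates = singlicate testing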
mABHD4 FP = ABHD4 inhibitors, primary screen, biochemical, fluorescence polarization, mouse. (Lyso)-N-acylphosphatidylethanolamine lipase (Mus musculus), Q8VD66. 370,000 tested, 0.54% active. purified mABHD4, FP-Rh probe fluorescence polarization. inhibition, % at 8.92 µM;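 active = inhibition exceeding the mean over every tested compound plus 3 SD, cut at about 30% in these data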;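 also: 0% = plate median of compound wells and 100% = S159A mutant with DMSO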
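Doses – 8.92 µM, single dose · Material – wild-type mouse ABHD4 protein · Replication – single well per compound (singlicate) · Measure – percent inhibition of probe binding, normalized to plate controls · Schedule – 45 min compound pre-incubation plus 60 min probe step, 25 °C · Detection – fluorescence polarization with parallel and perpendicular emission, 525/598 nm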
TDP2 absorb = human TDP2 enzyme inhibitors, primary screen, biochemical, epi absorbance, recombinant enzyme. inhibition, % at 12.8 µM. 370,000 tested, 0.34% active. T5PNP hydrolysis, p-nitrophenol absorbance 415 nm. Tyrosyl-DNA phosphodiesterase 2 (Homo sapiens), O95551;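 active = inhibition above the mean of all tested compounds plus 3 SD, set per campaign, cut at about 25% in these data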;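 also: 0% = DMSO with enzyme and 100% = buffer with substrate but no TDP2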
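System – recombinant human TDP2 · Quantity – TDP2 enzyme at 120 nM final · Doses – single concentration, 12.8 µM nominal, with 1% DMSO · Incubation – 2 h at 37 °C · Measured by – epi absorbance of p-nitrophenol freed from T5PNP by hydrolysis · Read-out – % inhibition relative to enzyme-containing and enzyme-free wells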
PRMT1 inh = PRMT1 methyltransferase inhibitors, primary screen, biochemical, fluorescence polarization; recombinant PRMT1, activity-based probe fluorescence polarization; 370,000 tested, 1.3% active; Protein arginine N-methyltransferase 1 (Homo sapiens), Q99873; inhibition, % at 2.79 µM;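 active = inhibition above about 21% made by adding two undisclosed values, limit read from the data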
Target sequence (Q99873 whole entry, looked up): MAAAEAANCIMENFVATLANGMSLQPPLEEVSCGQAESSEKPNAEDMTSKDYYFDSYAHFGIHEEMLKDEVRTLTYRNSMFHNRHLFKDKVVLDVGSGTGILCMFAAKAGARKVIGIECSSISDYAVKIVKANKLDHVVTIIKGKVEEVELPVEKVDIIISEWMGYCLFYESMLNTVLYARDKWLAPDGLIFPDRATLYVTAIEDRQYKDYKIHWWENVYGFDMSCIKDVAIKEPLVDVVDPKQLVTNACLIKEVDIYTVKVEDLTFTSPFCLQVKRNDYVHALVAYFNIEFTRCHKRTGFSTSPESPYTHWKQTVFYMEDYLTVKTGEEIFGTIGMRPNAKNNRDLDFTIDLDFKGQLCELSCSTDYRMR
LEDGF integ inh = blockers of LEDGF/p75-dependent integrase strand transfer – biochemical, TR-FRET, high throughput, primary screen | TR-FRET IN-LEDGF/p75 DNA integration, Eu/Cy5 | HIV-1 integrase (with human LEDGF/p75) | 370,000 tested, 0.64% active | inhibition, % at 3.7 µM;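 active = inhibition above the screen-wide mean plus 3 SD, cut at about 13% in these data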;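 also: signal is the Cy5 over europium emission ratio at 671 and 618 nm; 0% = plate median of compound wells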
* marks the source's active call; other numbers are inactive results.

Screening COc1cccc(CC(=O)Nc2nc(-c3ccc(OC)c(OC)c3)cs2)c1 returned PG9 binder -1.7, SIAE primary 0, UHRF1 MBD2 ctr -6, HTRA1 inh -41, TCR CD3 inh -1, Tn7 DDE FP -8, mABHD4 FP -4, TDP2 absorb 5, PRMT1 inh -3 and LEDGF integ inh 2.
For COc1ccc(C2C(C(=O)Nc3cccc(OC)c3)c3ccccc3C(=O)N2C)cc1 (stereo not given) the results were PG9 binder -2.2, SIAE primary 2, UHRF1 MBD2 ctr 3, HTRA1 inh -10, TCR CD3 inh -11, Tn7 DDE FP 5, mABHD4 FP 0, TDP2 absorb -8, PRMT1 inh 2 and LEDGF integ inh -7.
Cc1ccc(SCCC(=O)NC(C)C)cc1 was read as PG9 binder -0.9, SIAE primary 16, UHRF1 MBD2 ctr -2, HTRA1 inh 4, TCR CD3 inh 4, Tn7 DDE FP 7, mABHD4 FP -1, TDP2 absorb 6, PRMT1 inh -4 and LEDGF integ inh 3.
For Cc1ccc2c(c1)NC(C(C)(C)C)CO2 (stereo not given) the results were PG9 binder -2.3, SIAE primary 1, UHRF1 MBD2 ctr 0, HTRA1 inh 0, TCR CD3 inh 0, Tn7 DDE FP -6, mABHD4 FP 3, TDP2 absorb 7, PRMT1 inh -1 and LEDGF integ inh -4.
For Cc1ccc(Cl)c(NC(=O)CCl)c1Cl the results were PG9 binder 1.4, SIAE primary 8, UHRF1 MBD2 ctr 2, HTRA1 inh -4, TCR CD3 inh -2, Tn7 DDE FP -1, mABHD4 FP 1, TDP2 absorb -7, PRMT1 inh -3 and LEDGF integ inh 3.
For CCCCN(CC)C(=O)CSc1nc2c(sc(=S)n2-c2ccc(OCC)cc2)c(=O)[nH]1 the results were PG9 binder -0.5, SIAE primary 7, UHRF1 MBD2 ctr -1, HTRA1 inh 1, TCR CD3 inh 3, Tn7 DDE FP 0, mABHD4 FP -2, TDP2 absorb 7, PRMT1 inh -1 and LEDGF integ inh -1.
Screening CC(=O)N(CN1C(=O)CCC1=O)c1cccc(Cl)c1 returned PG9 binder -0.9, SIAE primary -4, UHRF1 MBD2 ctr -2, HTRA1 inh -1, TCR CD3 inh 4, Tn7 DDE FP -2, mABHD4 FP -5, TDP2 absorb -6, PRMT1 inh -2 and LEDGF integ inh -2.
CCOc1ccc(-c2nc(CSCC(=O)NCC3CCCO3)c(C)o2)cc1 (stereo not given) was read as PG9 binder -0.1, SIAE primary -4, UHRF1 MBD2 ctr 6, HTRA1 inh 1, TCR CD3 inh -13, Tn7 DDE FP -8, mABHD4 FP -5, TDP2 absorb -14, PRMT1 inh 1 and LEDGF integ inh 0.
Screening O=C(Nc1ccn(Cc2c(F)c(F)c(F)c(F)c2F)n1)c1ccc(COc2ccccc2Cl)cc1 returned PG9 binder -2.5, SIAE primary 8, UHRF1 MBD2 ctr 0, HTRA1 inh -7, TCR CD3 inh -2, Tn7 DDE FP 0, mABHD4 FP -2, TDP2 absorb 3, PRMT1 inh 0 and LEDGF integ inh 1.
`Cc1cccc(COC(=O)CCCNC(=O)c2ccc(Cl)cc2)c1` gave PG9 binder -0.5, SIAE primary 3, UHRF1 MBD2 ctr 0, HTRA1 inh -15, TCR CD3 inh 2, Tn7 DDE FP -3, mABHD4 FP -7, TDP2 absorb 0, PRMT1 inh -2 and LEDGF integ inh 5.
Screening COc1ccc(NC(=O)COc2cccc3c2OC(C)(C)C3)cc1OC returned PG9 binder -0.1, SIAE primary 4, UHRF1 MBD2 ctr 0, HTRA1 inh -5, TCR CD3 inh -4, Tn7 DDE FP -5, mABHD4 FP 5, TDP2 absorb -5, PRMT1 inh -3 and LEDGF integ inh 1.
`CCOc1ccc(S(=O)(=O)NCCC(=O)NC2CCC(C)CC2)cc1` (stereo not given) gave PG9 binder -0.1, SIAE primary -4, UHRF1 MBD2 ctr -2, HTRA1 inh -2, TCR CD3 inh 6, Tn7 DDE FP 3, mABHD4 FP 5, TDP2 absorb 5, PRMT1 inh 2 and LEDGF integ inh -1.
Nc1c(Cl)ncnc1N/N=C/c1ccccn1 was read as PG9 binder -4.2, SIAE primary 7, UHRF1 MBD2 ctr -12, TCR CD3 inh 3, Tn7 DDE FP 6, mABHD4 FP 54*, TDP2 absorb 6, PRMT1 inh 7 and LEDGF integ inh 1.
O=C1c2cc([N+](=O)[O-])ccc2-c2ncccc21 was read as PG9 binder -0.1, SIAE primary 0, UHRF1 MBD2 ctr -15, HTRA1 inh 9, TCR CD3 inh 2, Tn7 DDE FP 1, mABHD4 FP -9, TDP2 absorb 2, PRMT1 inh -1 and LEDGF integ inh -1.
Screening O=C(NNC(=O)c1ccc(=O)[nH]c1)c1ccc(NS(=O)(=O)c2cccs2)cc1 returned PG9 binder -2.2, SIAE primary -12, UHRF1 MBD2 ctr -1, HTRA1 inh 2, TCR CD3 inh -2, Tn7 DDE FP -8, mABHD4 FP 2, TDP2 absorb 9, PRMT1 inh -4 and LEDGF integ inh 0.
CCS(=O)(=O)NCCc1csc(-c2ccc(OC)c(OC)c2)n1 was read as PG9 binder -0.7, SIAE primary 0, UHRF1 MBD2 ctr 6, HTRA1 inh 13, TCR CD3 inh -6, Tn7 DDE FP 5, mABHD4 FP 3, TDP2 absorb -6, PRMT1 inh 1 and LEDGF integ inh -4.
CCOc1ccc(NS(=O)(=O)c2ccc3ncsc3c2)cc1 was read as PG9 binder -3.4, SIAE primary 6, UHRF1 MBD2 ctr -4, HTRA1 inh -4, TCR CD3 inh 6, Tn7 DDE FP -3, mABHD4 FP -7, TDP2 absorb 7, PRMT1 inh 0 and LEDGF integ inh -3.
CNC(=S)NNC(=O)Cc1ccc(O)cc1 was read as PG9 binder -0.8, SIAE primary 1, UHRF1 MBD2 ctr 2, HTRA1 inh 3, TCR CD3 inh -1, Tn7 DDE FP 11, mABHD4 FP -5, TDP2 absorb -12, PRMT1 inh 1 and LEDGF integ inh -2.
Screening Cc1cc(C)c2c(=O)n(CC(=O)Nc3ccc(Cl)cc3)sc2n1 returned PG9 binder 0.4, SIAE primary 9, UHRF1 MBD2 ctr 4, HTRA1 inh 2, TCR CD3 inh -5, Tn7 DDE FP 0, mABHD4 FP 11, TDP2 absorb 2, PRMT1 inh 91* and LEDGF integ inh -2.
For Nc1nc(Cl)nc2c1ncn2[C@@H]1O[C@H](CO)[C@@H](O)[C@H]1O the results were PG9 binder -0.4, SIAE primary -3, UHRF1 MBD2 ctr -2, HTRA1 inh -1, TCR CD3 inh 7, Tn7 DDE FP -8, mABHD4 FP -1, TDP2 absorb -7, PRMT1 inh 1 and LEDGF integ inh 4.
`Cc1ccc(S(=O)(=O)N(C)CC(=O)Oc2ccc(-c3nnco3)cc2)cc1` gave PG9 binder -0.5, SIAE primary -4, UHRF1 MBD2 ctr -2, HTRA1 inh 2, TCR CD3 inh 2, Tn7 DDE FP -10, mABHD4 FP -10, TDP2 absorb -17, PRMT1 inh -3 and LEDGF integ inh 5.
For C/C(=N\NC(=O)c1c(Cl)cnn1C)c1cccc(NC(=O)c2ccc(C)cc2)c1 the results were PG9 binder -0.1, SIAE primary -10, UHRF1 MBD2 ctr 2, HTRA1 inh 1, TCR CD3 inh 1, Tn7 DDE FP 6, mABHD4 FP -1, TDP2 absorb -8, PRMT1 inh -2 and LEDGF integ inh 1.
`CCN(Cc1ccccc1)S(=O)(=O)c1ccc(S(=O)(=O)N(Cc2ccccn2)Cc2ccco2)cc1` gave PG9 binder 0.9, SIAE primary -3, UHRF1 MBD2 ctr -3, HTRA1 inh 1, TCR CD3 inh 4, Tn7 DDE FP 0, mABHD4 FP 2, TDP2 absorb 12, PRMT1 inh -1 and LEDGF integ inh 3.
Screening Cc1ccc(/C=N/Nc2ccc3ccccc3n2)o1 returned PG9 binder -3.8, SIAE primary 5, UHRF1 MBD2 ctr -2, HTRA1 inh -6, TCR CD3 inh 2, Tn7 DDE FP 5, mABHD4 FP 5, TDP2 absorb -1, PRMT1 inh -1 and LEDGF integ inh 1.
Screening O=C(NCc1cccs1)c1csc([C@@H]2C[C@H](O)[C@@H](CO)O2)n1 returned PG9 binder 0.6, SIAE primary -6, UHRF1 MBD2 ctr -1, TCR CD3 inh 6, Tn7 DDE FP 2, mABHD4 FP 0, TDP2 absorb 1, PRMT1 inh -1 and LEDGF integ inh 0.
CN(C)c1ccc(-c2nn3c(-c4ccc(Cl)cc4)nnc3s2)cc1 was read as PG9 binder 0.8, SIAE primary 3, UHRF1 MBD2 ctr -1, HTRA1 inh 0, TCR CD3 inh 2, Tn7 DDE FP 1, mABHD4 FP 1, TDP2 absorb 9, PRMT1 inh 4 and LEDGF integ inh -1.
For Cc1cccc(Nc2nc(-c3cccs3)cs2)n1 the results were PG9 binder -1.6, SIAE primary 3, UHRF1 MBD2 ctr -2, HTRA1 inh -2, TCR CD3 inh 2, Tn7 DDE FP 1, mABHD4 FP 17, TDP2 absorb -10, PRMT1 inh 6 and LEDGF integ inh 2.
For CCCCNC(=O)COC(=O)c1ccc(Cl)c(S(=O)(=O)N2CCCC2)c1 the results were PG9 binder 2.2, SIAE primary 0, UHRF1 MBD2 ctr 1, HTRA1 inh -1, TCR CD3 inh 3, Tn7 DDE FP -13, mABHD4 FP 0, TDP2 absorb 7, PRMT1 inh 0 and LEDGF integ inh 1.

An excerpt from above in order of formula weight, largest number first:
For C/C(=N\NC(=O)c1c(Cl)cnn1C)c1cccc(NC(=O)c2ccc(C)cc2)c1 the results were PG9 binder -0.1, SIAE primary -10, UHRF1 MBD2 ctr 2, HTRA1 inh 1, TCR CD3 inh 1, Tn7 DDE FP 6, mABHD4 FP -1, TDP2 absorb -8, PRMT1 inh -2 and LEDGF integ inh 1.
For CCCCNC(=O)COC(=O)c1ccc(Cl)c(S(=O)(=O)N2CCCC2)c1 the results were PG9 binder 2.2, SIAE primary 0, UHRF1 MBD2 ctr 1, HTRA1 inh -1, TCR CD3 inh 3, Tn7 DDE FP -13, mABHD4 FP 0, TDP2 absorb 7, PRMT1 inh 0 and LEDGF integ inh 1.
Screening O=C(NCc1cccs1)c1csc([C@@H]2C[C@H](O)[C@@H](CO)O2)n1 returned PG9 binder 0.6, SIAE primary -6, UHRF1 MBD2 ctr -1, TCR CD3 inh 6, Tn7 DDE FP 2, mABHD4 FP 0, TDP2 absorb 1, PRMT1 inh -1 and LEDGF integ inh 0.

Rows were taken by chance. About 4.2% of those tested had a hit in this group.
